Compound activity (PubChem)
GLP-1R agonist – activates the human GLP-1 receptor | hit rate 0.007% among 380,000 | AID 624172 | HEK293 GLP-1R CRE-luciferase, luminescence, 4-6 h; cells express a hypersensitive GLP-1R form | Potency, µM (highest dose often 45.6 µM), without a hit: top-dose activation, usual class: activators | P43220; also: potency is read from the fitted curve at half-maximal effect; % of control where 0% means no effect
Target sequence (P43220 whole entry, looked up): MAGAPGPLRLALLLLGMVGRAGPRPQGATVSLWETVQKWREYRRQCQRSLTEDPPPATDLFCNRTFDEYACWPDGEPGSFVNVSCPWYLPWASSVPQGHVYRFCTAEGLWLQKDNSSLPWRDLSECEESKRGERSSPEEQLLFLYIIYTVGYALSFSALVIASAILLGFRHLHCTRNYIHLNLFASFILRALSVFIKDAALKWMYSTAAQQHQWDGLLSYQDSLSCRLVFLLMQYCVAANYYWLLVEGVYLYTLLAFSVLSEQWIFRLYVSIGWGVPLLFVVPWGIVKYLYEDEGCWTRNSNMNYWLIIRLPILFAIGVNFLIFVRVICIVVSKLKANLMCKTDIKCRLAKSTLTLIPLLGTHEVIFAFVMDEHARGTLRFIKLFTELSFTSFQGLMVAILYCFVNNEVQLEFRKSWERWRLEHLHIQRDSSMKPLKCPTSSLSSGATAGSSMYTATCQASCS
GLP1R inv ag – GLP-1 receptor (human) inverse agonism | P43220 | HEK293 GLP-1R CRE-luciferase, luminescence, 24 h; GLP-1R form is constitutively active | Potency, µM (series often up to 38.3 µM), inactives show top-dose activity change, negative = inhibition, hits mostly inhibitors | hit rate 1.6% among 410,000; also: potency is read from the fitted curve at half-maximal effect; % is scaled to controls: 0 for no effect and ±100 for the full control effect; nearly all actives have a fitted effect of over 55% in size
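qHTS in 1536-well format: reporter HEK293 cells expressing constitutive GLP-1R activity in DMEM + 10% Nu serum, 24 hr with compounds at 37 deg C, luminescence read after 12 min with detection reagent.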
PI5P4K alpha inh – inhibitors of human PI5P4K alpha; P48426; PI5P4Kalpha enzyme, ADP-Glo luminescence, 60 min; active compounds read low; max response, %; hit rate 1.2% among 330,000; AID 652105; active = max response of -50% or lower; inconclusive = between -30% and -50%; inactive = -30% or higher; also: value at the top dose of about 77 µM; % is scaled to controls: 0 for no effect and ±100 for the full control effect
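PI5P4Kalpha ADP-Glo assay; 5 microM ATP final; 60 min RT reaction; HEPES pH 7.4/EGTA/CHAPS, 5% DMSO; controls lacking substrate or enzyme; luminescent end-point.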
PTHR1 agonist – agonists of human PTHR1 parathyroid hormone receptor; Q03431; hit rate 0.075% among 410,000; AID 743266; Potency, µM (doses to about 115 µM), inactives show at the highest dose activation, most hits filed as activators; HEK293 GP2 PTHR1 cells, GloSensor cAMP luminescence, 1 h; also: potency is read from the fitted curve at half-maximal effect; nearly all actives have a fitted effect of over 55% in size; some results filed as inactive show a strong effect at the top dose; inactives centre near -15; many of its hits are not listed in these tables
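HEK-293-derived GP2 cells expressing PTHR1 and a GloSensor cAMP reporter, 3,000/well, plated overnight, given luciferin plus IBMX (each 0.5 mM as added) for 1 h at 37 °C, then compound for 1 h at 37 °C. Luminescence was read after 15 min at room temperature.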
PLK1 PBD inh – blocks phosphopeptide binding to human PLK1 polo-box domain; P53350; Plk1 PBD binding of FITC phosphopeptide, fluorescence polarization; Potency, µM, for the others: max response, negative = inhibition, usual class: inhibitors; hit rate 2.8% among 360,000; AID 720504; also: potency is read from the fitted curve at half-maximal effect; series mostly up to about 57 µM; % is scaled to controls: 0 for no effect and ±100 for the full control effect; nearly all actives have a fitted effect of over 65% in size
Target sequence (P53350 whole entry, looked up, the tested form may be a part): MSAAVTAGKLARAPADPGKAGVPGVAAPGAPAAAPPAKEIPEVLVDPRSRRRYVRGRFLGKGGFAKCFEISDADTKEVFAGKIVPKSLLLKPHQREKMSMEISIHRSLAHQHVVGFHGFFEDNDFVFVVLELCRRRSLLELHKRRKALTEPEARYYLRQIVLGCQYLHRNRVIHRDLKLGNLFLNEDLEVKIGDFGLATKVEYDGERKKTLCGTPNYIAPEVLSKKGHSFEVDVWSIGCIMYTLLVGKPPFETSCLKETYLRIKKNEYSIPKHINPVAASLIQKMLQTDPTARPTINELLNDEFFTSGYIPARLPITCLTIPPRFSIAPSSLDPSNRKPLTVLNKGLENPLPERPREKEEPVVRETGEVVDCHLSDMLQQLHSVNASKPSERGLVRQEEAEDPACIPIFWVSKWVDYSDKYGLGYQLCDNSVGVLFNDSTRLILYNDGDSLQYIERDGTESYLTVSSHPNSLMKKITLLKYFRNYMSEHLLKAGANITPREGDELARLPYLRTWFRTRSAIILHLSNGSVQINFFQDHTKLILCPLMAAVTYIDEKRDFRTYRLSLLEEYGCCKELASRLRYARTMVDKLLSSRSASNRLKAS
EPAC1 agonist – activates human EPAC1 exchange factor | O95398 | Potency, µM (titrated, usually from 154 µM), without a hit: at the highest dose activation, most hits filed as activators | EPAC1 agonist qHTS, biochemical assay; response scale: 100% = response to 6.5 mM cAMP | hit rate 0.073% among 360,000 | AID 720707; also: potency is read from the fitted curve at half-maximal effect; nearly all actives have a fitted effect of over 60% in size
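Nucleotide exchange assay: 100 nM EPAC1 with 250 nM Rap1B loaded with BODIPY-GDP and 50 uM GDP, room temperature. Fluorescence (480/540 nm) read every 5 min for 30 min; signal change normalized to 6.5 mM cAMP as full agonist.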
EPAC1 antag – EPAC1 (human) antagonism; O95398; EPAC1 GEF assay, Rap1b-BODIPY-GDP exchange fluorescence; Potency, µM (series often up to 115 µM), inactives show at the highest dose activity change, negative = inhibition, usual class: inhibitors; hit rate 0.14% among 360,000;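 also: potency is read from the fitted curve at half-maximal effect; plate controls were vehicle for no effect and positive control for full effect; nearly all actives have a fitted effect of over 50% in size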
GLP1R cytotox – cytotoxicity counter-screen for GLP-1 receptor inverse agonists; HEK293 cAMP-luciferase reporter cells, luminescence, 24 h; Potency, µM (top dose mostly 38.3 µM), inactives show top-dose activity change, negative = inhibition, actives largely listed as inhibitors; hit rate 0.13% among 410,000; AID 624418;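 also: loss of luciferase light is scored as toxicity; potency is read from the fitted curve at half-maximal effect; % is scaled to controls: 0 for no effect and ±100 for the full control effect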
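Step one: seed cells (200 cells/uL, DMEM with 10% Nu serum, 1% pen-strep). Step two: 12-hour incubation at 37 deg C. Step three: pin 23 nL compound, incubate 24 hr. Step four: add luciferase reagent, read luminescence 12 min later.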
IL-2 act – activates IL-2 in a cell-based reporter assay; hit rate 0.065% among 360,000; activation, % (series mostly up to about 46 µM); IL-2 activation reporter assay, cell-based qHTS; stimulated with anti-CD3/CD4/CD28 beads; in transgenic mouse T cells; in the data active = activation above about 50%; inconclusive = mostly about 30% to 49%; also: 0% is about no effect
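First, unstimulated transgenic mouse T cells were exposed to compound for 60 min. Next, anti-CD3/anti-CD4-coated beads with anti-CD28 were added. Finally, after 18 h at 37 degrees C, EGFP and DsRed were imaged.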
Active calls of the source: *; i = inactive; ? = inconclusive; / = no result given; [ ] = another dose, or the depositor's remark. Unless noted, calls follow the shape of the dose curve; as a rule, active = well fitted curve in the direction sought with a large enough effect; inconclusive = small, poorly fitted or top-dose-only effect, or another doubt; inactive = no such curve, though single readings can be large; an effect the other way counts as inactive or inconclusive. These rows are one share of the data; count on the stated rates, not on these rows.

SMILES	GLP-1R agonist	GLP1R inv ag	PI5P4K alpha inh	PTHR1 agonist	PLK1 PBD inh	EPAC1 agonist	EPAC1 antag	GLP1R cytotox	IL-2 act
CCN(C(=O)COC(=O)c1cc(C)n(-c2ccc(F)cc2)c1C)C1CCS(=O)(=O)C1 (configuration not stated)	-7%	-18%	5	i	-1%	-5%	6%	-12%	11
COC(=O)Cn1nc(-c2ccccc2)c2ccccc2c1=O	8%	45%[activator]	/	i	-7%	5%	4%	5%	0.5
Cc1csc(SCC(=O)Nc2ccccc2C)n1	1%	-1%	9	-2%	3%	6%	12%	-6%	-2.0
CC(=O)c1ccccc1NC(=O)COC(=O)C1COc2ccccc2O1 (configuration not stated)	-1%	1%	4	i	4%	4%	6%	5%	-2.4
CCOc1ccccc1Nc1cc(C)nc2nc(C)nn12	6%	63%[activator]	0	-25%	-5%	-1%	-10%	-1%	0.5
Cc1ccc2oc(C(=O)N3CCN(C)C[C@@H]3C(C)C)c(C)c2c1	1%	-14%	-2	-11%	2%	9%	6%	-9%	-0.2
Fc1ccc(Nc2nc(N3CCOCC3)nc(N3CCOCC3)n2)cc1Cl	-3%	-14%	-1	-25%	?	10%	2%	-4%	-2.8
COCc1[nH][nH]c(=O)c1C=Nc1ccc(OC(F)(F)F)cc1	-7%	12%	0	i	-1%	4%	1%	-6%	0.6
Cc1c2ccccc2nc2c(F)c(NC(C)C)c(F)c(F)c12	25%	36%[activator]	-22	i	-24%	-3%	?	-13%	2.5
CNC(=O)CSc1ncnc2c1cnn2-c1ccccc1	3%	58%[activator]	7	i	-1%	3%	1%	8%	-0.2
CCCNC(=O)C1(C)CCN(C(=O)c2cccnc2Oc2ccccc2)C1 (configuration not stated)	-5%	18%	0	10%	-18%	-8%	-2%	0%	-0.6
O=C(CSc1nnc(Cc2cccs2)n1Cc1ccco1)Nc1ccc(Cl)cc1Cl	1%	?	/	?	-19%	19%	7%	-21%	3.1

Overlap with the part before: 2 entries; new compounds follow.
SMILES	GLP-1R agonist	GLP1R inv ag	PI5P4K alpha inh	PTHR1 agonist	PLK1 PBD inh	EPAC1 agonist	EPAC1 antag	GLP1R cytotox	IL-2 act
CCCNC(=O)C1(C)CCN(C(=O)c2cccnc2Oc2ccccc2)C1 (configuration not stated)	-5%	18%	0	10%	-18%	-8%	-2%	0%	-0.6
O=C(CSc1nnc(Cc2cccs2)n1Cc1ccco1)Nc1ccc(Cl)cc1Cl	1%	?	/	?	-19%	19%	7%	-21%	3.1
O=C1NC[C@H](Cc2ccccc2)N(C[C@@H]2CCCN2C[C@H](Cc2ccccc2)N2C[C@H](Cc3ccccc3)N(CCc3ccccc3)C(=O)C2=O)C1=O	-6%	?	?	i	-18%	2%	?	?	-0.6
CC(=O)c1cccc(NC(=O)C2CCCC2)c1	0%	8%	-5	-10%[57.5 µM]	-1%	10%	13%	-6%	0.1
Cc1ccc(NC(=O)C2CC(=O)OC23CCOC(C)(C)C3)cc1 (configuration not stated)	-9%	11%	0	i	2%	-4%	11%	-14%	-1.9
CN1CCN(NC(=S)Nc2ccccc2)CC1	10%	-3%	-6	i	1%	-8%	-13%	-12%	-4.8
COCCN(C(=O)COC(=O)C1COc2ccccc2O1)c1c(N)n(Cc2ccccc2)c(=O)[nH]c1=O (configuration not stated)	-8%	16%	-3	i	-4%	1%	12%	4%	-3.3
Cc1cccc(Nc2cc(=O)n(C)c(=O)[nH]2)c1	-3%	4%	5	i	4%	5%	3%	-12%	-0.7
CCOc1ccc(-c2nn(-c3ccccc3)cc2/C=C2\SC(=S)N(C3CCS(=O)(=O)C3)C2=O)cc1 (configuration not stated)	-4%	9%	/	i	?	8%	10%	12%	12
O=C(Cc1ccccc1)Nn1c(O)c(/C=C2\C=Nc3ccccc32)sc1=S	-8%	-24%	1	-19%	26%	89µM*	-2%	-28%	-0.6
Cn1c(=O)cc(OCCCC(=O)N2CCN(Cc3ccc4c(c3)OCO4)CC2)c2ccccc21	18%	62%[activator]	-1	-41%[inhibitor]	0%	4%	9%	-6%	-0.6
NC(=O)c1cc(NC(=O)c2cc(Br)c(Br)s2)cc(C(N)=O)c1	6%	1%	-20	i	-14%	4%	-22%	9%	-0.2
CCCC(=O)N1CCCC1(C)C(=O)Nc1ccc(C)c(C)c1 (configuration not stated)	-7%	4%	7	i	3%	-3%	-22%	6%	-0.1
CC(OC(=O)c1cccnc1Cl)C(=O)NCc1ccccc1 (configuration not stated)	-4%	11%	5	i	2%	-12%	-1%	6%	0.0
COc1ccc(S(=O)(=O)CCC(=O)Nc2ccc(OC)cc2OC)cc1	11%	-14%	/	26%[57.5 µM]	-25%	6%	-9%	-7%	-0.7
CC(N=C1NS(=O)(=O)c2ccccc21)C(=O)NCc1ccc2c(c1)OCO2 (configuration not stated)	-15%	18%	-5	i	-8%	13%	-13%	33%[activator]	-0.3
CC1CCCN(C(=O)CN2C(=O)C(C)Oc3ccccc32)C1 (configuration not stated)	2%	-6%	-2	i	1%	-5%	-21%	1%	1.1
NC(=O)Cc1nc(-c2ccccc2)cs1	-12%	0%	-5	i	-5%	12%	8%	-1%	-0.5
COc1ccc(OC)c(-c2cc(C(=O)NCc3ccco3)no2)c1	?	-2%	/	i	-5%	13%	-2%	0%	4.4
Cc1cc(C#N)c(C)n1-c1cc(S(=O)(=O)N2CCOCC2)ccc1N1CCCC1	-7%	8%	?	i	21µM*	0%	-3%	-3%	1.1
CC(C)C1Nc2ccc(C(=O)NCCCN3CCOCC3)cc2NC1=O (configuration not stated)	0%	15%	4	i	-5%	11%	10%	11%	-1.5
O=C(c1ccccc1)c1ccc(C(=O)N2CCN(c3ccccc3O)CC2)cc1	-4%	-10%	-4	i	3%	1%	-10%	-1%	5.4
CSc1nc2ncncc2[nH]1	4%	-8%	5	-9%	3%	0%	9%	-5%	-0.5
O=C(Cn1c(=O)oc2cc(S(=O)(=O)NCc3ccccc3)ccc21)NCc1ccco1	2%	-3%	-5	i	-4%	-9%	-2%	-30%	-1.2
CCCCn1nnnc1C(c1cc2ccccc2o1)N1CCOCC1 (configuration not stated)	5%	-9%	4	-20%	-2%	2%	4%	4%	0.7
COc1ccc(NC(=O)Nc2ccc(OCc3ccccc3)cc2)cn1	-4%	?	0	-21%	-15%	2%	6%	3%	-2.2
COc1ccc(NC(=O)c2cccnc2Nc2ccc(OC)cc2)cc1	9%	10µM*	1	-9%[57.5 µM]	1%	17%	-11%	-9%	0.2
CN1C(=O)N(c2ccc(Cl)cc2)C(C)(O)CC1(C)C (configuration not stated)	-2%	-49%	-2	?	-13%	-12%	?	-3%	-0.4
COc1ccc(-c2ccc(OC)c([C@H]3[C@H]4C=CC[C@@H](C)[C@@H]4C(=O)N3Cc3ccccc3)c2)cc1C	1%	5%	2	i	-11%	3%	-20%	10%	0.4
Cc1cc(C(=O)NC(C)Cc2ccccc2)cc(C)c1[N+](=O)[O-] (configuration not stated)	12%	-3%[7.66 µM]	2	-6%	-2%	-5%	1%	13%[7.66 µM]	0.3
Cc1[nH]c2ccccc2c1C(C[N+](=O)[O-])c1cccs1 (configuration not stated)	3%	?	2	-23%	-5%	22%	?	-2%	-2.5
CC(C)(C)OC(=O)C[C@@H]1C/C=C\C[C@@H](CC(=O)NCCO)C(=O)N2CCC[C@H]2COC1=O	0%	8%	2	-18%	3%	15%	-1%	-1%	0.0
Cc1noc(C)c1C(=O)Nc1ccccc1C(=O)NCCc1ccccc1	30%	?	2	-3%	-4%	9%	6%	-12%	0.0
C=C(Cl)COc1ccc2c(CCC)cc(=O)oc2c1	?	?	-1	i	-3%	7%	-7%	-7%	0.1
OCCNc1nc(-c2cccnc2)nc2ccccc12	0%	7%	/	i	2%	-3%	5%	10%	0.2
CCOc1c(Nc2ccccc2O)c(=O)c1=O	-5%	11%	-1	i	5%	4%	-4%	6%	1.5
CSc1ccccc1OCc1cc(C(=O)NC2CCOC(C)(C)C2)no1 (configuration not stated)	15%	-2%	-4	-25%	-2%	-2%	-1%	5%	-2.7
Cc1ccc2c(c1)C=CC(C)(C)S2=O (configuration not stated)	-11%	7%	1	-10%	-5%	-5%	4%	16%	-0.3
CCOCCCNC(=O)c1cc2cc3cc(OC)ccc3nc2o1	12%	19%	0	-25%	-6%	9%	-12%	2%	-4.7
COc1ccc(NC(=S)N(CCO)Cc2cc3c(C)cc(C)cc3[nH]c2=O)cc1	14%	-18%	-7	-2%	-3%	1%	-23%	?	-1.8
Cc1c(-c2ccc(F)cc2)nc(N)c(C#N)c1-c1ccco1	8%	0%	-4	-7%	-6%	-8%	4%	26%	-0.4
CCC(C)NC(=O)C1CCCN(S(=O)(=O)c2ccc3c(c2)CC(C)N3C(=O)C2CC2)C1 (configuration not stated)	17%	2%	0	i	-13%	0%	-21%	-3%	-1.5
CC(C)c1ccc(Nc2nc(NCc3ccco3)nc(N3CCOCC3)n2)cc1	9%	2.2µM*	14	i	-3%	13%	-2%	-9%	-0.1
Cc1ccc(S(=O)(=O)c2nc(S(C)(=O)=O)sc2N2CCC(C(N)=O)CC2)cc1	3%	14%	2	-3%	-3%	-3%	2%	-4%	-1.6
Nc1nnnn1/N=C/c1cc(Br)ccc1O	0%	1%	-20	-10%	-10%	14%	-12%	13%	-2.7
O=C(NNc1ccccc1C(F)(F)F)c1sccc1Br	-4%	?	-3	i	-8%	12%	-6%	-28%	-0.6
COc1ccc(CCNC(=O)CSc2ccc3ccccc3c2)cc1OC	1%	-13%	-21	-91%[inhibitor]	-3%	-2%	7%	15%	-4.0
